C-LANA FP: inhibitors of KSHV LANA C-terminal domain DNA binding | MBP-C-LANA/FAM-LBS DNA binding, fluorescence polarization | inhibition, % at 9 µM | 0.078% of 340,000 active | AID 504423;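 active = highest replicate inhibition at or above 60% at 9 µM, even if other replicates fall short; inactive = all replicates below 60% inhibition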;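 note: 0% = neutral control wells and 100% = 4 µM acridine orange control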
dFosB activator: enhances mouse delta FosB homodimer DNA binding. activation, % at 25 µM. 0.99% of 340,000 active. AID 493131. purified delta FosB, TAMRA-CDK5 oligo fluorescence polarization; percent of positive-control signal above neutral wells;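 active = mean activation above about 17%, with every replicate also reaching it, limit read from the data, passing the limit was not always enough; inconclusive = only one of the two conditions met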;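 note: fluorescence polarization rise as delta FosB binds a TAMRA Cdk5 AP-1 oligo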
Target sequence (P13346 whole entry, looked up): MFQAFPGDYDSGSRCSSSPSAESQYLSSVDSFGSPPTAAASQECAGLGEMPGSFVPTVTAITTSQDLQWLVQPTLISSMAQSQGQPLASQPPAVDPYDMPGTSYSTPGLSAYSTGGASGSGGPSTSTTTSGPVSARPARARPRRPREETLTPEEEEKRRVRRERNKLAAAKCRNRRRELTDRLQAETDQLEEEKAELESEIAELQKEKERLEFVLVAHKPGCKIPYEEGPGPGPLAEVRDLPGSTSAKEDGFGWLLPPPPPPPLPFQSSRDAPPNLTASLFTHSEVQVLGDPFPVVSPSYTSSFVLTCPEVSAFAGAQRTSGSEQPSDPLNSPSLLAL
Keap1 Nrf2 FP: disrupts human Keap1 binding to Nrf2 peptide; Q14145; inhibition, % at 9.4 µM; Keap1 Kelch-Nrf2 peptide fluorescence polarization, 1536-well; 0.15% of 340,000 active; in the data active = inhibition above about 12%; inconclusive = no clear call, values can overlap the other calls; inactive = below about 7.3%;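 note: human Keap1 Kelch domain with fluorescein labeled Nrf2 9mer peptide probe; 0% = neutral control wells and 100% = peptide positive control; higher means more block of Keap1 binding to Nrf2 peptide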
Target sequence (Q14145 whole entry, looked up, the tested form may be a part): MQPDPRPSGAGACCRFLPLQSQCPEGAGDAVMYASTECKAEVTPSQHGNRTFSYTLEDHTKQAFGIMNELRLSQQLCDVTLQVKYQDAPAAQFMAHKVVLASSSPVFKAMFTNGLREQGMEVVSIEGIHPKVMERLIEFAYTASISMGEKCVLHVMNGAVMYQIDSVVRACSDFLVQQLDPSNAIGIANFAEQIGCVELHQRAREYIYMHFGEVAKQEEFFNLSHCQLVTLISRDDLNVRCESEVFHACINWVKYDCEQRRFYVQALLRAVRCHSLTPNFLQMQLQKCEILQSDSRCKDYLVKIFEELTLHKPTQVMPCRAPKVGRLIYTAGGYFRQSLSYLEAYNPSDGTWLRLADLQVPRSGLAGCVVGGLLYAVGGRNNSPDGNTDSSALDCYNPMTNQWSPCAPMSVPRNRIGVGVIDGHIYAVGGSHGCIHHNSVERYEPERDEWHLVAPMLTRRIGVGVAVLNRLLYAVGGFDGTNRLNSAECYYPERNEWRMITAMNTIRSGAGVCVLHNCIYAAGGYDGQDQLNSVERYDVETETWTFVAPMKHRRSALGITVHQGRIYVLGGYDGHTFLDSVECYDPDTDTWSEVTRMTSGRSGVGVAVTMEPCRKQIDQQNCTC
NSD2 inh: NSD2 (human) methyltransferase inhibition. O96028. NSD2 peptide methylation, AlphaScreen, 120 min. inhibition, % at 12.5 µM. 0.54% of 310,000 active. AID 743445; in the data active = inhibition above about 50%
RTF Ca sens act: cardiac RTF calcium sensitization. P19429+P45379. IANBD-labeled TnC RTF fluorescence at EC20 calcium; 0% EC20 calcium, 100% full calcium. activation, % at 7.2 µM. 0.24% of 340,000 active. AID 493008;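 active = activation above the mean over all tested compounds plus 3 SD, cut at about 30% in these data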;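 note: rise in fluorescence read as greater calcium sensitivity of cardiac thin filaments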
Cardiac RTF inh: cardiac RTF calcium desensitization | inhibition, % at 7.15 µM | 0.12% of 340,000 active | P19429+P45379 | IANBD-labeled cardiac RTF, Ca2+ fluorescence | AID 493244;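 active = inhibition above the mean inhibition of all tested compounds plus 3 SD, cut at about 17% in these data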;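 note: assay run at fixed EC70 calcium of 1.6 mM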
Rtt109 HAT inh: inhibitors of Candida albicans Rtt109/Vps75 histone acetyltransferase; purified Rtt109/Vps75, ThioGlo CoA-SH fluorescence, 4 h; Q5AAJ8; 0.16% of 330,000 active; inhibition, % at 34.9 µM;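 active = inhibition of at least 50% in every replicate; inconclusive = best replicate reaches 50% inhibition but some replicates fall short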
Mot1-301 SUMO: blocks SUMOylation pathway, rescuing yeast Mot1-301 growth. S. cerevisiae Mot1-301 growth rescue, ATP luminescence, 38.5C; percent above DMSO median, 100 means doubled. growth rescue, % at 18.8 µM. 1% of 320,000 active. AID 2716;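 active = every valid replicate shows activation above 250% relative to neutral control wells; inactive = the rest, any valid replicate at or below 250%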;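 note: OY570 slx delta 5 strain wells were the positive control but not used for scaling; some compounds called inactive have numbers as strong as hits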
PvdQ acylase: blocks Pseudomonas aeruginosa PvdQ acylase activity | purified PvdQ acylase, fluorescence plate reader | inhibition, % at 10 µM | 0.063% of 340,000 active | AID 488965; in the data active = inhibition above about 30%, passing the limit was not always enough; inconclusive = no clear call, values can overlap the other calls;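 note: 0% = vehicle neutral wells and 100% = reference inhibitor wells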
PfHsp90 set2: growth inhibition of yeast expressing Plasmodium Hsp90 | inhibition, % at 9.4 µM | S. cerevisiae expressing PfHsp90, BacTiter-Glo ATP, 48 h; yeast lacking PDR1 and PDR3 efflux regulators | 0.32% of 310,000 active | AID 504621;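 active = every replicate shows inhibition above about 80%, whatever the replicate mean, limit read from the data; inconclusive = mean inhibition reaches the set limit but some replicate falls short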;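 note: 0% = DMSO neutral controls and 100% = 20 µM radicicol positive controls; yeast relying on Plasmodium falciparum Hsp90 in place of its own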
CDK5 p35 inh: inhibitors of human CDK5/p35 kinase; Q00535+Q15078; Recombinant CDK5/p35, ADP-Glo luminescence, 60 min; inhibition, % at 10 µM; 0.01% of 330,000 active; AID 488839;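 active = highest replicate inhibition of at least 50% and at least 75% of replicates reaching 50%; inconclusive = only one of the two criteria met; inactive = both criteria failed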;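 note: plate controls were DMSO neutral control for no effect and GW8510 at 10 µM for full effect; many of its hits are not listed in these tables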
* marks the source's active call; other numbers are inactive results; i = inactive; ? = inconclusive; nt = no result given.

SMILES	C-LANA FP	dFosB activator	Keap1 Nrf2 FP	NSD2 inh	RTF Ca sens act	Cardiac RTF inh	Rtt109 HAT inh	Mot1-301 SUMO	PvdQ acylase	PfHsp90 set2	CDK5 p35 inh
COc1ccccc1C1(CCNS(=O)(=O)c2ccc(C)cc2)CCOC(C(C)C)C1 (centres undefined)	0.8	4	-6	-2	-2	-1	25	-5	2	-1	-0.2
Cc1ccc(CSCC(=O)Nc2cc(S(=O)(=O)N3CCOCC3)ccc2OCC(F)(F)F)cc1	1.3	-5	1	-1	-7	-2	11	nt	1	-15	-0.5
O=C1c2ccccc2NC(c2cnc3ccccc3n2)N1O (centres undefined)	3.0	-1	-4	0	6	8	4	10	-8	32	0.3
Cc1ccc(N(C(C)C(=O)NCc2ccncc2)S(C)(=O)=O)cc1C (centres undefined)	0.3	4	-3	0	2	13	-1	-11	0	-16	-0.4
O=C(Nc1ccccc1C(=O)NC1CCCCC1)c1ccco1	-0.7	-13	-2	0	4	-8	0	1	-17	5	1.4
Cc1cccc(NC(=O)Nc2ccncc2)c1	-0.4	-8	-2	1	7	-8	1	26	-17	16	2.3
CCN(Cc1ccccc1)C(=O)C1CCN(C(=O)Nc2ccccc2)CC1	0.1	-11	-5	2	-3	-2	8	19	0	8	-1.7
O=C(c1ccc2c(c1)OCCO2)N1CCN(c2ncc(C(F)(F)F)cc2Cl)CC1	-0.2	-17	-6	4	-6	-1	5	22	-13	-34	1.5
CC(=O)Nc1cccc2c1C(=O)N(c1ccccc1OC(C)=O)C2=O	1.2	3	-2	9	6	-1	-2	i	-8	-29	0.1
Cc1noc(C)c1NC(=O)N(C)C[C@H]1Oc2ccc(NC(=O)CCC(F)(F)F)cc2C(=O)N([C@H](C)CO)C[C@@H]1C	-0.2	-1	3	nt	0	2	-5	-5	1	-11	-0.3
O=C(COC(=O)Cc1ccc(F)cc1)NC(=O)NC1CCCC1	0.0	-6	-1	8	0	5	-3	0	3	-12	-2.9
Cc1cc(OC(=O)c2ccccc2Cl)ccc1N1C(=O)CCC1=O	1.0	7	0	1	-7	-5	2	12	4	-11	0.3
Cc1ccnc(NC(=S)NC(=O)c2cccs2)c1	0.0	-7	-1	3	6	2	-1	0	7	5	0.7
COc1ccccc1/C=C1\SC(=S)N(CCC(=O)NCCCn2ccnc2)C1=O	0.1	-5	2	10	4	1	-16	-3	1	6	0.9
COc1ccc(OC)c(C2C(C(=O)Nc3ccc(F)cc3)=C(C)Nc3nc(CCCO)nn32)c1 (centres undefined)	1.2	-1	-5	nt	15	-8	1	-13	-2	-13	-2.3
O=S(=O)(c1ccc(F)cc1)N1CCC(n2cnc3ccccc32)CC1	-0.1	-7	-1	7	-2	-4	3	735	-18	-10	0.1
COc1cc2ccc(=O)oc2cc1OCC(O)C(C)(C)O (centres undefined)	-1.0	-3	-7	nt	13	0	-75	-12	-1	-4	0.4
COc1ccc(-c2nc3c4ccccc4ccn3c2C=O)cc1	0.8	-26	1	39	-1	6	nt	8	3	3	0.5
Cc1ccc(C(=O)OC2CCS(=O)(=O)c3sccc32)cc1 (centres undefined)	-0.6	-1	-3	-2	-5	-3	2	30	-15	22	-1.1
O=C(O)c1cc([N+](=O)[O-])c(Sc2nc3ccccc3[nH]2)c([N+](=O)[O-])c1	0.0	-3	0	3	9	-8	-7	375	-11	-6	1.3
NC(=O)CC(NC(=O)Cc1ccc(Cl)cc1)c1ccc(NCC2CC2)c([N+](=O)[O-])c1 (centres undefined)	-2.5	3	-9	nt	-5	-50	-2	-7	-25	-8	-3.1
COc1ccccc1CN1CCC(CNS(=O)(=O)c2cc(-c3cc(C)no3)ccc2C)CC1	-0.7	-17	-4	2	3	-3	-7	22	-22	21	-1.3
CC(C)CN(C(=O)c1cccc(F)c1)c1c(N)n(CC(C)C)c(=O)[nH]c1=O	-0.4	-6	2	-2	1	-7	17	9	-7	6	2.7
CCCN1CCN(C(=S)Nc2ccccc2C(F)(F)F)CC1	-0.7	-1	-8	4	-1	-4	-13	1	-13	11	nt
CC(C)N(C(=O)[C@H]1C[C@H](CC(=O)NCCC2=CCCCC2)C(=O)N2CCc3c([nH]c4ccc(Cl)cc34)[C@]12C)C(C)C	-0.2	-3	-2	nt	-3	1	10	nt	2	23	-0.8
On1nnc2cc(C(F)(F)F)ccc21	-0.6	2	-7	-1	4	-1	7	0	-9	-5	1.7
CCOC(=O)C1=C(C)NC(=S)NC1c1cccs1 (centres undefined)	-0.4	0	1	-4	-2	-5	-4	28	-3	1	-0.1
Cc1ccc(SCC(=O)NCCC2=CCCCC2)cc1	-0.8	-5	4	-2	-1	3	-3	nt	-5	3	-0.4
Cc1cc(N2CCN(C)CC2)ccc1NC(=O)c1c2c(nc3ccccc13)CCN(Cc1ccccc1)C2	-1.8	?	1	21	2	-1	2	39	5	15	0.9
CCN(CC)C(=O)[C@H]1C[C@H](CC(=O)NCc2ccco2)C(=O)N2CCc3c([nH]c4cc(-c5ccco5)ccc34)[C@]12C	-1.4	-13	-4	nt	2	-2	7	nt	-4	-18	-0.1
Cc1nn(Cc2ccccc2)c2c1C(c1ccco1)C(C#N)=C(N)O2 (centres undefined)	0.9	-7	-3	1	1	-11	1	-17	-3	18	0.4
COCCn1cnnc1SCC(=O)c1ccc(S(=O)(=O)N2CCCC2)cc1	-2.5	-10	-5	1	7	-10	-18	-1	-11	24	1.2
O=C(CCC(=O)c1cccs1)OCC(=O)c1ccccc1F	0.3	1	-1	-1	3	-1	-11	nt	1	nt	0.4
CN(CC(=O)Nc1ccccc1Br)Cc1nc2ccccc2c(=O)[nH]1	-0.5	-17	-4	1	3	-2	-4	7	-8	3	-0.2
Cc1ccc(-c2ocnc2C(=O)N2CCN(C(=O)c3cccs3)CC2)cc1	0.6	-4	-3	-2	2	-25	-4	-4	-18	16	2.5
CCOC(=O)C1=CC[C@@H](c2cc3ccc(OC)cc3n2C)N(S(=O)(=O)c2ccc(C)cc2)[C@H]1C(=O)OCC	0.4	6	0	nt	2	-7	-8	5	-15	-18	1.5
COc1ccc(NC(=O)CN2CCc3ccccc3C2)c([N+](=O)[O-])c1	0.5	4	-1	12	0	0	1	11	2	-2	0.2
COc1ccc(O)c(/C=N/NC(=S)NCCc2ccccc2)c1	-0.4	-2	-2	5	1	2	nt	4	1	-88	5.4
CC(Nc1nc(-c2cccnc2)nc2ccccc12)c1ccc(F)cc1 (centres undefined)	-0.5	-11	4	nt	-2	-5	29	11	-10	12	-1.2
O=C1CN(C(=O)c2ccc(Br)o2)C(c2ccc(F)cc2)c2cc(Cl)ccc2N1 (centres undefined)	-1.2	-13	-2	nt	4	1	-2	-19	-9	4	-0.4
CC1CCc2nc(NC(=O)CN3CCN(c4ccc(F)cc4)CC3)sc2C1 (centres undefined)	-1.2	-1	-4	5	0	-2	9	-16	-7	45	0.3
CCOC(=O)N/N=C(\C)c1cccs1	-0.1	9	-1	1	-4	0	-2	2	-7	9	-7.9
CCNCC(=O)N1c2ccccc2CCc2ccc(NC(=O)OCC)cc21	-2.1	-1	-2	nt	5	5	11	293*	6	-17	2.5
Cc1cccc(C(=O)Nc2cccc(C(=O)N3CCOCC3)c2)c1	0.2	-12	1	-1	-2	-9	-3	-12	-7	26	0.8
CCN(CC)CCNC(=O)CS(=O)Cc1nc(-c2ccc(C)cc2)oc1C (centres undefined)	-1.1	-9	-1	10	-4	-7	5	-7	-5	-1	0.6
CCCCn1c(N)c(N(CCC(C)C)C(=O)C(C)N2C(=O)c3ccccc3C2=O)c(=O)[nH]c1=O (centres undefined)	nt	4	nt	-1	0	-27	nt	-21	10	2	0.3
O=C(NN=C1CCC(=NNC(=O)c2cccnc2)CC1)c1cccnc1	-1.8	-5	3	2	0	-14	2	12	6	-4	-4.0
C=CCOC(=O)C1=C(C)Nc2nnnn2C1c1cc(OC)ccc1OC (centres undefined)	-0.4	-5	0	2	-2	-8	-2	3	-2	11	-0.5
Cc1nnc(NC(=O)C(C)Sc2nnc(CNC(=O)c3ccccc3F)n2C)s1 (centres undefined)	0.8	1	-4	-7	-4	-18	30	-11	11	nt	-0.3
Cc1ccc(S(=O)(=O)N2CCN(C(=O)c3n[nH]c4ccccc34)CC2)cc1	-1.4	-3	-3	0	-1	1	12	-9	-11	-12	-0.2
COCC(=O)N(C)C[C@H]1N[C@@](C)(C(=O)OC)[C@H]2C(=O)N(C)C(=O)[C@@H]12	0.3	-1	-2	nt	-10	-6	1	nt	-11	-8	1.6
ClCC(CNCc1ccccc1)c1ccccc1 (centres undefined)	-1.9	2	-5	-3	-3	-1	2	nt	9	-1	0.4
CN(Cc1ccccc1)Cc1ccccc1F	1.1	-1	0	-2	2	-3	nt	-5	6	nt	0.4
CC(=O)c1c(C)[nH]c(C(=O)CN2CCN(S(=O)(=O)c3ccc(C(C)C)cc3)CC2)c1C	-4.9	-7	-7	2	-1	-7	10	nt	-10	3	1.3
Cc1ccc(C(=O)N2CCC(n3nccc3NC(=O)C3CCOC3)CC2)cc1 (centres undefined)	-1.0	2	-1	-7	7	-4	0	-3	-8	-10	-2.2
O=C(Nc1ccc(NC(=O)C2CCCCC2)nc1)c1ccco1	0.1	-1	-8	8	-2	-4	-7	-16	-9	-3	1.9
CC(C)(C)OC(=O)C[C@@H]1C/C=C\C[C@H](CC(=O)NCCO)C(=O)N[C@@H](c2ccccc2)COC1=O	-0.3	-8	1	nt	5	-14	3	1	-13	-19	-0.6
CC(=O)C1=C(O)CCC1=NCCc1ccccc1	-0.6	1	2	-1	5	-9	2	173	-17	-8	-0.2
O=C(Nc1cc(C(F)(F)F)ccc1-n1cncn1)c1ccc(-c2ccccc2)cc1	-0.4	2	-4	-1	-2	4	-2	-22	-14	59	0.0
COc1ccc(/C=C2\Oc3cc(OCC(=O)N4CC(O)C[C@H]4C(=O)O)ccc3C2=O)cc1OC (some centres undefined)	-2.2	-5	-10	nt	11	-5	-3	244	3	12	0.7

Later entries:
SMILES	C-LANA FP	dFosB activator	Keap1 Nrf2 FP	NSD2 inh	RTF Ca sens act	Cardiac RTF inh	Rtt109 HAT inh	Mot1-301 SUMO	PvdQ acylase	PfHsp90 set2	CDK5 p35 inh
O=C(NCCCn1ccnc1)Nc1cccc(Cl)c1	0.4	-6	0	0	1	-26	-6	0	-15	nt	0.8
COc1cc(/C=C/C(=O)OCC(=O)NC2CC2)cc(S(=O)(=O)N2CCc3ccccc32)c1OC	-1.0	-2	2	-1	5	-5	0	-9	9	5	-0.6
O=C1c2ccc3c4c(ccc(c24)C(=O)N1NC(=O)C(F)(F)F)CC3	0.7	-3	-5	37	4	-6	-1	-12	-16	nt	-17
CSc1ncccc1C(=O)Nc1nnc(C2CC2)s1	-0.7	-12	3	-6	4	-12	5	-3	-7	-20	-0.4

Source: PubChem BioAssay (several laboratories)
